Screening results as filed in PubChem.
IDE act – activators of human insulin-degrading enzyme in cells; P14735; HEK cells, FAbeta-B cleavage, fluorescence polarization; 0% vehicle, 100% cell-free pure enzyme wells; AID 493087; hit rate 0.073% among 340,000; activation, % at 5.96 µM;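 active means activation above the mean of all tested compounds plus 3 SD, set per screening campaign, cut at about 17% in these data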
IDE inh – inhibits human insulin-degrading enzyme in HEK cells; AID 434962; inhibition, % at 5.59 µM; hit rate 0.41% among 320,000; P14735; FAbetaB cleavage, fluorescence polarization;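 active means percent inhibition above the average of all tested compounds plus 3 SD, set per screening campaign, cut at about 16% in these data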;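 further: IDE supplied by intact live HEK cells; FP after avidin binding of uncleaved biotin substrate so inhibition keeps polarization high; 0% = DMSO wells and 100% = 60 µM reference IDE inhibitor Ii1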
CRFBP-R2 block – antagonists of CRF-binding protein/CRF-R2 receptor complex; HEK293 CRF-R2/CRF-BP, CRF-induced calcium fluorescence; inhibition, % at 11.8 µM; hit rate 0.59% among 350,000;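 active means inhibition of the ligand-induced calcium signal above about 50% at the single tested concentration, limit read from the data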
CHRM4 PAM – potentiates acetylcholine response at human M4 receptor; P08173; CHO-K1 hM4/Gqi5, Fluo-8 calcium fluorescence, ACh EC20; 0% = ACh EC20, 100% = maximal ACh; activation, % at 3 µM; hit rate 0.4% among 360,000; AID 624126;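 active means activation above its plate's cutoff, the mean activation of sample wells plus 3 SD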; further: some results filed as inactive read as strong as hits
CRFR2-BP ag – agonists of human CRF-binding protein/CRF-R2 receptor complex; activation, % at 13.2 µM; hit rate 0.46% among 350,000; HEK293 CRF-R2/CRF-BP, calcium dye fluorescence (FLIPR); percent of saturating CRF peptide response; AID 588473;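 active means activation of at least 50%, plus an integration ratio under a set limit after plate pattern correction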;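 further: plate controls were neutral control wells without compound for no effect and CRF at EC100 for full effect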
GalR3 antagonist – antagonists of human GalR3; hit rate 0.44% among 360,000; O60755; HEK293 GalR3-CNG cAMP membrane potential fluorescence; galR3 body fused to GalR1 C-terminus; inhibition, % at 3 µM; AID 651719;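 active means inhibition above the screen-wide average plus 3 SD, cut at about 13% in these data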;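 further: forskolin and galanin both at EC90 stimulate the cells; cAMP rise reported by CNG channel membrane potential dye signal; 0% = forskolin plus galanin with DMSO and 100% = forskolin alone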
pCIP destab – p/CIP protein destabilization. Q05BA5. F442A p/CIP-EGFP cells, EGFP fluorescence, 16 h. decrease of EGFP signal, % at 10 µM. hit rate 0.01% among 290,000;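 active means EGFP signal decrease of at least 30% at 10 µM or well 3 SD below plate mean, unless failing retest; inactive means the rest, including hits failing retest or dose response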; further: some compounds called inactive have numbers as strong as hits; many of its hits are not listed in these tables
PHOSPHO1 inh – inhibitors of human PHOSPHO1 phosphatase; recombinant PHOSPHO1, absorbance phosphatase assay; inhibition, % at 13.3 µM; hit rate 1.1% among 290,000; AID 1565; in the data active means inhibition above about 60%
Target sequence (Q8TCT1 whole entry, looked up): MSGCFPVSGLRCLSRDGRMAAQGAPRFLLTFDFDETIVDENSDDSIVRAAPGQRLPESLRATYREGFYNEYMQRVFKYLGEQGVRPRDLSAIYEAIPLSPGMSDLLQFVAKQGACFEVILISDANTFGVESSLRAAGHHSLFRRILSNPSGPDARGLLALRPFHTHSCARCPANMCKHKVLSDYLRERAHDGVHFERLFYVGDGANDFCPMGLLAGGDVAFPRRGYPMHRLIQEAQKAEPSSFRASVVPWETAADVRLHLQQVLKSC
MEKK3 PB1 HTS – MEKK3-MEK5 PB1 interaction, increase or decrease; bead-based flow cytometry, Alexa488-MEK5 binding to MEKK3; actives lie on both sides; 0 = blocked by unlabeled MEK5, 100 = vehicle; binding response (% of control), % at 10 µM; hit rate 1.4% among 290,000;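 active means binding response more than 3 SD above or below the average of its plate-row segment, actives on both sides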;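 further: Alexa488 bead fluorescence after subtracting the streptavidin-only scavenger bead signal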
Target sequence (Q99759 whole entry, looked up): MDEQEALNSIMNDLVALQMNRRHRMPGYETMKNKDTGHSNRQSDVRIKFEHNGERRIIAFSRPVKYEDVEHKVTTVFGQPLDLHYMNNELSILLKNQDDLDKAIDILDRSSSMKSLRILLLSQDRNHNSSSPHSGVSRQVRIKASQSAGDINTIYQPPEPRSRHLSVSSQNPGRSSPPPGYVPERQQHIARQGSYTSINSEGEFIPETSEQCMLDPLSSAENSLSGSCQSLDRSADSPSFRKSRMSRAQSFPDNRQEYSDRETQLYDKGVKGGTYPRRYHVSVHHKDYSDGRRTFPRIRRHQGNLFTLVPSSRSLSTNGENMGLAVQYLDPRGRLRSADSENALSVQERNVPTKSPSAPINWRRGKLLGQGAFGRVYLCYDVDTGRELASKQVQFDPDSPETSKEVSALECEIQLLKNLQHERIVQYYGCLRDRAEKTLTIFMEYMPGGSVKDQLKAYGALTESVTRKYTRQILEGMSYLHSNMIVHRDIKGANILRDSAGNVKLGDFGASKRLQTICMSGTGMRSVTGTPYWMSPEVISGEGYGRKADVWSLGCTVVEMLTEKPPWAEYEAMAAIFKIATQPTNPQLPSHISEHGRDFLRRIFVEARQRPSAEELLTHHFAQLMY
Active calls of the source: *; / = no result given.

mol	IDE act	IDE inh	CRFBP-R2 block	CHRM4 PAM	CRFR2-BP ag	GalR3 antagonist	pCIP destab	PHOSPHO1 inh	MEKK3 PB1 HTS
O=C(OCc1nnc(-c2ccccc2)o1)c1cc(=O)c2ccccc2o1	4	2	26	2	1.9	-3	-7	31	99
CN(C)C(=O)c1cc(C(=O)c2ccc(F)cc2Cl)c[nH]1	4	3	15	-1	7.7	-7	-1	10	105
Cc1ccc(NC(=O)CN2C(=O)CCSc3ccc(S(=O)(=O)N4CCCC4)cc32)cc1C	-7	2	1	-7	-1.3	-8	0	-9	97
Cc1ccc(S(=O)(=O)NC(=O)N(C)C2CCCCC2)cc1	/	0	-12	0	1.5	-3	-5	-4	130*
O=C(CCS(=O)(=O)c1ccc(Br)s1)NCc1cccs1	-1	7	-20	9	-0.2	-1	0	-7	101
Cc1ccc(NC(=O)CNC(=O)c2ccccc2F)cc1Cl	6	-3	3	-4	-0.1	7	2	18	105
Cc1cc(C(=O)OCC(=O)Nc2cccc(S(=O)(=O)N3CCOCC3)c2)c(C)o1	-5	13	1	-2	-1.1	-2	8	0	103
Nc1nc(N2CCN(c3ccccc3)CC2)n[nH]1	7	2	20	7	0.2	0	-3	37	105
C=CC[C@@H](CC(=O)N[C@@H](CO)Cc1ccccc1)C(=O)NCCOC(=O)[C@@H](CC=C)CC(=O)OC(C)(C)C	-1	5	2	-3	-1.2	3	/	/	/
O=C(Cn1c(-c2cncs2)nc2ccccc21)NC1CCCC1	4	0	-1	1	-1.1	-4	-27	-8	/
OCC[C@@H]1C[C@H](O)[C@@H](O)[C@@]2(OCCCc3ccccc32)O1	5	0	0	15	-0.4	-3	-2	10	105
CCO/C=C1\SC(=S)N(c2ccc(Cl)cc2)C1=O	-1	-2	-10	2	-0.3	-4	-3	-35	108
CNC(=S)N1CCN(CCNC2=CC(=O)CC(C)(C)C2)CC1	6	3	15	-4	-2.8	-4	2	20	98
CN(Cc1cccc(Cl)c1)C(=O)C1CCN(C(=O)Nc2ccccc2)CC1	0	1	0	0	-2.2	0	/	/	/
O=C(NC1CCCC1)C(c1cccnc1)N(Cc1ccccc1F)C(=O)c1csnn1 (centres undefined)	2	-3	-9	0	-0.3	-9	1	44	101
COCCN(C(=O)COC(=O)CCOc1ccccc1)c1c(N)n(Cc2ccccc2)c(=O)[nH]c1=O	-1	-6	3	6	-0.3	/	/	/	/
O=C(NC(=S)Nc1ccccc1N1CCCC1)c1cccs1	6	-1	-36	-8	-3.2	-4	-3	16	105
Cc1cc(N2CCN(C)CC2)nc2ccc(NC(=O)c3ccc(Br)o3)cc12	-1	-1	-8	-6	-1.2	-2	-10	-46	110
NS(=O)(=O)c1ccc(CCNC(=O)c2cc(S(=O)(=O)N3CCCCC3)ccc2Cl)cc1	/	/	-8	1	1.5	-5	/	/	/
CCOC(=O)C1=C(COC(=O)[C@H](C)NS(=O)(=O)c2ccccc2F)NC(=O)NC1C (some centres undefined)	1	-4	-3	3	3.1	-2	/	/	/
Cc1ccc(-c2nnn(CC(=O)N3CCCc4ccccc43)n2)cc1	-2	-1	-36	14	3.7	-5	4	18	112
COc1ccc(-c2c(C#Cc3ccsc3)c3cc(-c4ccc5cc[nH]c5c4)ccc3n2C)cc1	2	1	-2	2	5.7	1	/	/	/
CN(C)c1ccc(/C=N/NC(=O)c2ccccc2O)o1	3	-1	-3	0	0.5	1	0	-20	70
CS(=O)(=O)Nc1cc2c3c(c1)CCC(=O)N3CCC2	0	-1	-2	0	-0.8	-7	-2	29	99
COc1ccccc1NC(=O)c1cnc(SCC(=O)NCCc2ccccc2)n(C)c1=O	3	4	2	1	1.5	-4	/	/	/
COc1ccc(NS(=O)(=O)c2cccc(C(=O)NCC(c3ccco3)N3CCCCC3)c2)cc1 (centres undefined)	0	4	-2	0	1.3	-3	/	/	/
Cc1cc(C(=O)NC2CCCCC2C)c2ccccc2n1 (centres undefined)	-3	1	46	-6	-4.8	2	-7	12	106
COc1cccc(NC(=O)c2cc([N+](=O)[O-])ccc2NCc2cccnc2)c1	14	-3	-5	2	-2.0	-4	1	-12	96
Cc1ccc(C(c2nnnn2CC2CCCO2)N2CCN(C)CC2)cc1 (centres undefined)	4	-1	-14	1	-0.5	-4	-6	35	100
CCn1ncc(/C=N/NC(=O)c2ccc3c(c2)OCO3)c1C	-2	5	-10	2	0.6	-4	-3	27	118
O=C(O)CCCC(=O)Nc1ccccc1Br	6	6	-2	10	0.9	-2	-13	15	92
CCc1cc(C(=O)Cc2ccc(F)cc2)c(O)cc1O	1	0	2	-1	0.8	-5	7	-3	102
O=C(OCCCN1CCCCC1)c1ccc(O)cc1	1	2	3	2	3.3	1	-14	37	103
Cc1cccc(COC(=O)Nc2ccc(NC(=O)c3ccccc3Cl)cc2)c1	1	4	-7	-2	-0.4	-11	0	9	99
CS(=O)(=O)N(Cc1ccc(Cl)cc1)c1ccc(C(=O)NCCSCc2ccco2)cc1	1	3	20	-7	0.7	-6	0	-2	107
C=CCNC(=O)/C(=C/c1ccco1)NC(=O)c1ccc(Br)o1	7	5	17	1	-1.2	-3	-6	7	95
O=C(NCc1ccccn1)c1ccc(S(=O)(=O)Nc2ccccc2F)cc1	-2	6	2	-4	0.8	-3	-12	-7	100
CCCCn1c(Cc2ccccc2)nnc1SCC(=O)N1CCOCC1	8	-5	0	-6	-1.4	-6	11	22	116
CS(=O)(=O)c1ccc(NS(=O)(=O)c2ccc3ccccc3c2)cc1	-4	4	12	2	-2.9	4	4	-11	100
CCCCSCCCNC(=O)Nc1ccc(CC)cc1	-2	-9	18	-7	-8.2	0	1	21	101
CN(C)C(=S)c1ccccc1	/	9	-3	2	-0.2	-1	-9	17	92
Nn1c(Cc2cccc3ccccc23)nnc1SCC(=O)N1CC(=O)Nc2ccccc21	0	0	3	-4	-0.1	-6	8	42	102
Cc1ccnc(Nc2nc3ccccc3s2)n1	9	-6	-30	2	-1.1	-5	0	24	92
CCOc1ccc(S(=O)(=O)N(CC(=O)Nc2cc(C)on2)Cc2ccccc2Cl)cc1	-2	2	-4	-9	0.7	-4	3	-9	97
Cc1cc(C)cc(OCC(=O)Nc2ccccc2C(=O)NCc2ccco2)c1	0	2	-16	-2	2.5	-8	-10	-10	101
CCCCN(CC)CCNC(=O)Cn1cnc2sc(C)c(S(=O)(=O)N3CCOCC3)c2c1=O	-1	3	3	1	-2.5	6	-4	18	100
COc1ccccc1C(C(=O)NCc1ccccc1)N(C(=O)c1csnn1)C1CC1 (centres undefined)	3	2	-2	2	-1.3	-7	2	32	103
Cc1cccn2c(=O)c(/C=C(\C#N)C(=O)NCc3ccco3)c(N3CCCC(C)C3)nc12 (centres undefined)	4	6	4	3	2.1	-5	-12	4	99
CCc1ccc(NC(=O)c2ccc3c(c2)C(=O)N(Cc2ccco2)C3=O)cc1	-1	-2	1	-1	-0.8	0	5	5	100
Cc1ccsc1-c1nc(CSCC(=O)NCCN2CCCC2)c(C)o1	7	3	24	-11	-0.5	-3	-2	8	99

Additional records follow:
mol	IDE act	IDE inh	CRFBP-R2 block	CHRM4 PAM	CRFR2-BP ag	GalR3 antagonist	pCIP destab	PHOSPHO1 inh	MEKK3 PB1 HTS
CC1CCN(CCCCOc2ccccc2[N+](=O)[O-])CC1	-1	1	10	-7	2.8	-5	-14	23	101
CC1CCCC/C1=N\NS(=O)(=O)c1ccc(Br)cc1 (centres undefined)	6	-5	-1	7	-1.2	-2	10	54	101
CS(=O)(=O)N1CCN(c2ccc(NC(=O)COc3ccccc3[N+](=O)[O-])cc2)CC1	-2	0	-4	-1	1.3	-1	-10	27	106
O=C1NC(=O)C(Cc2cccc(Oc3ccccc3)c2)S1 (centres undefined)	1	5	28	-3	-0.5	-10	-55	/	102

Of the compounds above, these have a Cl atom.
mol	IDE act	IDE inh	CRFBP-R2 block	CHRM4 PAM	CRFR2-BP ag	GalR3 antagonist	pCIP destab	PHOSPHO1 inh	MEKK3 PB1 HTS
CN(C)C(=O)c1cc(C(=O)c2ccc(F)cc2Cl)c[nH]1	4	3	15	-1	7.7	-7	-1	10	105
Cc1ccc(NC(=O)CNC(=O)c2ccccc2F)cc1Cl	6	-3	3	-4	-0.1	7	2	18	105
CCO/C=C1\SC(=S)N(c2ccc(Cl)cc2)C1=O	-1	-2	-10	2	-0.3	-4	-3	-35	108
CN(Cc1cccc(Cl)c1)C(=O)C1CCN(C(=O)Nc2ccccc2)CC1	0	1	0	0	-2.2	0	/	/	/
NS(=O)(=O)c1ccc(CCNC(=O)c2cc(S(=O)(=O)N3CCCCC3)ccc2Cl)cc1	/	/	-8	1	1.5	-5	/	/	/
Cc1cccc(COC(=O)Nc2ccc(NC(=O)c3ccccc3Cl)cc2)c1	1	4	-7	-2	-0.4	-11	0	9	99
CS(=O)(=O)N(Cc1ccc(Cl)cc1)c1ccc(C(=O)NCCSCc2ccco2)cc1	1	3	20	-7	0.7	-6	0	-2	107
CCOc1ccc(S(=O)(=O)N(CC(=O)Nc2cc(C)on2)Cc2ccccc2Cl)cc1	-2	2	-4	-9	0.7	-4	3	-9	97

Random draw from the library. About 4.2% of those tested had a hit in this group.
